Kir21 inh: Kir2.1 (mouse) channel inhibition; P35561; HEK293-Kir2.1, FluxOR thallium flux fluorescence; active compounds read low; B-score at 10 µM; hit rate 0.85% among 310,000; AID 1672;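 active means fluorescence ratio B-score at or below minus 3 SD of library scores, with starting-brightness B-score within 2 SD, cut at about -4.2 in these data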;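 further: channel flux triggered by added potassium and thallium sulfate stimulus; B-score of peak minus minimum fluorescence over baseline after thallium stimulus; more negative B-score means stronger Kir2.1 block with less thallium influx; some compounds called inactive have numbers as strong as hits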
Target sequence (P35561 whole entry, looked up): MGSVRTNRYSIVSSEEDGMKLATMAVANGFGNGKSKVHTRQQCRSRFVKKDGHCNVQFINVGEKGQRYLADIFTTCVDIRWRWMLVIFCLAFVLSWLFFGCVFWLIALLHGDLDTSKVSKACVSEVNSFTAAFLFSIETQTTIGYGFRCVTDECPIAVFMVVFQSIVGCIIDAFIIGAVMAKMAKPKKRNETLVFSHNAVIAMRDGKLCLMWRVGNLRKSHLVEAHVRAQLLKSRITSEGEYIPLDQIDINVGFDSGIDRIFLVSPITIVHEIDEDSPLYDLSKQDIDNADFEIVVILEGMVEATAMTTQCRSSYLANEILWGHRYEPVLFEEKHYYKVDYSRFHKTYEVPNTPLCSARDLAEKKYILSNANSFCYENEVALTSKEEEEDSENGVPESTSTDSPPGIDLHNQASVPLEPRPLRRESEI
STK33 kinase inh: blocks human STK33 kinase activity; AID 2661; hit rate 0.073% among 320,000; Q9BYT3; purified STK33, MBP phosphorylation, ADP-Glo luminescence; inhibition, % at 10 µM;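 active means inhibition at or above 25%, using the most active replicate where run in duplicate; inactive means inhibition below 25%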
Target sequence (Q9BYT3 whole entry, looked up): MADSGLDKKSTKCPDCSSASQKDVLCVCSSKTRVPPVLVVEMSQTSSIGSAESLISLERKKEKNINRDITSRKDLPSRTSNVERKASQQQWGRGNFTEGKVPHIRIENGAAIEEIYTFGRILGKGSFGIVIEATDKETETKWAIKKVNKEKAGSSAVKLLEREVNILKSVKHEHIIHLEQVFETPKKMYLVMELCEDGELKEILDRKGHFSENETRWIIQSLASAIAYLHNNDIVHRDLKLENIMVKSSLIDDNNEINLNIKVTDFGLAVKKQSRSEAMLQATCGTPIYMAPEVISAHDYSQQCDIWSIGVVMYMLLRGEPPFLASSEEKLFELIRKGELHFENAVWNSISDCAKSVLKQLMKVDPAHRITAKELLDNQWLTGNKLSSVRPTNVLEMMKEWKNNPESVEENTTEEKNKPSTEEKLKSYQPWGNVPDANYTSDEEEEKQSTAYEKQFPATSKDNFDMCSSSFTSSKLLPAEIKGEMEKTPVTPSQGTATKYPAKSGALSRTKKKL
Starred values were filed as active, the others as inactive; · = no result given.

Every second line gives: Kir21 inh	STK33 kinase inh
Cn1c(=O)c2c(nc(CN3CCN(C(c4ccccc4)c4ccccc4)CC3)n2CC(N)=O)n(C)c1=O
 : -0.99	0.9
CCCCCCCC(=O)Nc1ccc(S(=O)(=O)Nc2nccs2)cc1
 : 0.78	0.6
CCCCN(C(=O)CSCc1c(C)noc1C)c1c(N)n(CCCC)c(=O)[nH]c1=O
 : -2	·
CCn1cc(C2=NOC(C(=O)Nc3cc(C)nn3-c3ccccc3)C2)c(C)n1 (stereo not given)
 : 0.19	-2.1
Cc1ccc2cccc(OCC(=O)Nc3ccc(N4CCOCC4)cc3)c2n1
 : 1	2.2
CC(=O)c1cc(F)c(N2CCN(C(=O)C(C)(C)C)CC2)cc1C
 : 0.3	1.1
Cc1c(C)n(-c2ccc(Cl)cc2)c2ncnc(N)c12
 : -0.08	-1.6
CCN(CC)S(=O)(=O)c1ccc2[nH]c(=O)cc(C(=O)Nc3ccc(C)cc3)c2c1
 : 1.5	-1.6
Cc1ccc(C(=O)Cn2nnc3c(sc4nc5c(c(-c6ccccc6)c43)CCC5)c2=O)cc1
 : -0.44	-1.1
O=C(CN1c2cccc3cccc(c23)S1(=O)=O)N1CCOCC1
 : -0.73	0.0
O=C(COC(=O)/C=C/c1ccc(C(F)(F)F)cc1)NCC1CCCCC1
 : -0.1	-1.4
CCOC(=O)CN(C(=O)COc1nc(C)cc(C)c1C#N)c1ccc(F)cc1
 : 0.69	-22
Cc1ccc(C(=O)N2CCN(c3ccc(F)cc3)CC2)cc1S(=O)(=O)N1CCCCC1
 : 0.08	0.0
COc1ccc(OC)c(NC(=O)c2c(NC(=O)CCC(=O)O)sc3c2CCCCC3)c1
 : -0.32	1.9
CNS(=O)(=O)c1cccc(C(=O)OCC(=O)c2c(N)n(C)c(=O)n(C)c2=O)c1
 : -0.01	0.7
COc1ccc(C2=C(c3ccc([N+](=O)[O-])cc3)C(=O)OC2)cc1
 : -0.54	0.1
CCNC(=S)Nc1ccc(Cl)c([N+](=O)[O-])c1
 : 0.77	4.6
Cc1nc(NC(=O)CSc2nc3ccccc3s2)sc1C(=O)N(C)C
 : -0.05	-0.4
CCC(CC)c1nnc(NC(=O)c2c(-c3ccccc3)noc2C)s1
 : 2.2	-0.3
Cc1cc2ccccc2n2c(SCC(=O)NCC3CCCO3)nnc12 (stereo not given)
 : 0	1.2
FC(F)(F)c1ccc(C2[C@H]3CN(Cc4ccc(-c5ccccc5)cc4)[C@H](c4ccccc4)C34CC2(c2ccccc2)C4)cc1 (stereo not given in full)
 : 0.21	-1.8
O=C(Cn1cccn1)N1CCCC(Nc2ccc(F)c(F)c2)C1 (stereo not given)
 : 0.05	-0.8
Cc1[nH]c2ccccc2c1C(=O)COC(=O)C1CC(=O)N(Cc2ccccc2)C1 (stereo not given)
 : -0.03	0.9
COc1ccc(OCC(O)CN(C)C(=O)/C=C/c2cccc([N+](=O)[O-])c2)cc1 (stereo not given)
 : -1.6	-0.9
CCOC(=O)C1CCCN(C(=O)c2ccc3oc(Cc4ccccc4)nc3c2)C1 (stereo not given)
 : 0.72	1.0
CCOCCCn1c(=S)[nH]c2cc(C(=O)NCCc3ccccc3)ccc2c1=O
 : -0.08	0.2
CC(NC(=O)CCNC(=O)c1ccccc1Cl)C1CC2CCC1C2 (stereo not given)
 : -1.6	-0.5
O=S(=O)(c1ccccc1)c1cnn2c(C(F)(F)F)cc(-c3ccccc3)nc12
 : 1.7	-0.7
COc1cccc(NC(=O)CN(C)C(=O)CSC(=S)N2CCCC2)c1
 : 1.2	-0.7
CC(=O)Cc1nsc(NC(=O)c2cc(-c3ccccc3Cl)oc2C)n1
 : -1.6	2.0
COc1ccc(N2CCN(C(=S)Nc3ccc(C)cc3)CC2)cc1
 : -0.05	-0.4
CCOc1ccc(NC(=O)Nc2cc(OCC(F)(F)F)cc(OCC(F)(F)F)c2)cc1
 : -0.77	-1.0
COc1ccc(N2CCN(C(=O)C3CCCN(c4ncnc5c4nc4n5CCCCC4)C3)CC2)cc1 (stereo not given)
 : 0.32	3.3
COc1ccc(NC(=O)CC2C(=O)N(c3cccc(C)c3)C(=O)N2C2CCCCC2)cc1 (stereo not given)
 : 0.51	-0.6
CC(C)C1N=C2c3ccccc3N=C(SCc3cc(=O)n4cc(Cl)ccc4n3)N2C1=O (stereo not given)
 : -0.65	1.0
COc1cccc(CN2CC(C(=O)N3CCCC3)CCC2=O)c1 (stereo not given)
 : -0.02	1.4
COc1cc(CCC(=O)N2CCN(c3ccccc3)CC2)cc(OC)c1OC
 : -1.3	-1.9
O=C(CN1C(=O)c2ccccc2S1(=O)=O)Nc1ccccc1C(=O)NCc1ccco1
 : 3.6	3.2
Cn1nc(C(=O)NCc2ccc(Cl)cc2)c2c1-c1ccccc1S(=O)(=O)C2
 : -0.54	-0.7
COc1ccc(CN2CCC(C(=O)c3ccc(F)cc3)CC2)cc1
 : -8*	-0.2
Cc1cccc(C)c1OCc1cc(C(=O)N2CCN3CCCC3C2)no1 (stereo not given)
 : -0.01	-0.1
Cc1cc(NC(=O)NC2(C(F)(F)F)Oc3ccc(Cl)cc3O2)no1 (stereo not given)
 : 0.56	-1.7
COC(=O)/C=C/c1ccsc1NC(C)=O
 : -0.72	0.9
CC1(C)C(=O)OC(/C=C\c2ccccc2)C(C)(C)C1=O (stereo not given)
 : -1.9	-0.7
CC(C)OC(=O)C1=C2SCC(=O)N2C(N)=C(C#N)C1
 : -0.79	-1.2
O=C1NN(c2ccc(F)cc2)C(=O)/C1=C\c1cnn(-c2ccccc2)c1
 : 1.8	-1.3
CCCc1cc(-c2ccc(O)c(OCC)c2)c(C#N)c(N)n1
 : -1.1	-0.1
CC1(C)Cc2cccc(OCC(=O)OCc3nnc(-c4ccccc4)o3)c2O1
 : ·	1.1
O=C(CSc1nc2ccccc2[nH]1)NCCc1ccc(Cl)cc1
 : -2.3	0.2
CCOc1ccc(/C=N/n2nnnc2N)cc1O
 : -1.6	4.8
COc1cccc(NC(=O)Nc2ccc3c(c2)nc(C)n3C)c1
 : 0.31	-0.2
O=C1CCCCCN1CSc1nc2ccccc2s1
 : 0.16	-2.2
O=C(Oc1ccccc1)c1ccccc1OS(=O)(=O)c1ccccc1
 : 2	-0.7
O=P(OC1CCCCC1)(OC1CCCCC1)C(O)c1ccc(Cl)cc1Cl (stereo not given)
 : 0.09	-1.4
Cc1oc2c(CN3CCCC3)c(O)ccc2c(=O)c1-c1ccccc1
 : 0.47	-2.1
Cc1ccc2c(c1)N(CC(=O)NC1CCCCCC1)C(=O)c1cccnc1O2
 : 0.07	-0.3
CC1(C)Cc2c(ccc3ccccc23)/C(=C/C#N)N1
 : 1.1	2.1
CC(C)(CN=C1NS(=O)(=O)c2ccccc21)CNC(=O)CN1C(=O)c2ccccc2C1=O
 : 0.08	-0.7
COc1ccc(-c2ccc([C@H]3[C@H]4C=CC[C@@H](C)[C@@H]4C(=O)N3Cc3ccccc3)c(F)c2)cc1C
 : 1.3	0.0
Cc1ccc(C(=O)COC(=O)CCC(=O)Nc2cc(Cl)ccc2Cl)cc1[N+](=O)[O-]
 : 1.3	-0.2

(next part)
Every second line gives: Kir21 inh	STK33 kinase inh
CCN1C(=S)SC(=O)C1=C1C=C(C)OC(C)=C1
 : 1.1	-0.5
COc1ccc(C/C(N)=N/OC(=O)COc2ccccc2C)cc1
 : 0.6	0.0
CN1C(N)=NC(=O)/C1=C\c1ccc(Br)cc1
 : 0.2	0.0
O=C(NC(=S)N1CCCC(O)C1)c1ccco1 (stereo not given)
 : ·	-1.3
Cc1ccc(S(=O)(=O)CCC(=O)OCC(=O)NCCc2ccccc2)cc1
 : 2.7	·
COCCCNC(=O)c1cccs1
 : 1.7	-0.1
C=CCC[C@@H](Cc1ccc(F)cc1)C(=O)OC[C@H](Cc1c[nH]c2ccccc12)NC(=O)[C@H](CC=C)CC(=O)NCCO
 : ·	-0.6
O=C(Nc1cccnc1)c1ccccc1Cl
 : 0.21	1.7
COc1ccc(NC(=O)NN2CCOCC2)cc1OC
 : -1	0.3
O=C(CSc1ncn[nH]1)NCc1ccccc1Cl
 : -0.95	0.0
COc1ccccc1N1CCN(C(=O)c2ccc(Br)s2)CC1
 : -1.1	-1.6
COc1ccccc1N(CC(=O)Nc1ccccc1C(=O)N1CCOCC1)S(C)(=O)=O
 : -1.5	-0.1
O=S(=O)(N/N=C/c1cccnc1)c1ccc(Cl)c(Cl)c1
 : -0.4	-3.2
COCCn1c(SCC(=O)c2c(N)n(C3CC3)c(=O)[nH]c2=O)nnc1-c1ccc(Cl)cc1
 : ·	0.3
COc1ccc(-c2c(C)oc3c(CN4CCN(C)CC4)c(O)ccc3c2=O)cc1
 : 0.34	-0.1
Cn1nc(C(F)(F)F)c2cc(C(=O)Nc3ccc(F)cc3F)sc21
 : 0.75	-1.3
COc1ccc(C)cc1S(=O)(=O)n1nc(C)cc1C
 : -2.5	-0.8
Cc1nc2ccccc2c(=O)n1NCc1cc(Br)cs1
 : 0.24	-1.3
CN(C)c1nc(C#N)nc(N2CCOCC2)n1
 : -0.71	2.0
CC(C)C(=O)N1CCN(c2ccc(NC(=O)c3ccc4c(c3)OCCO4)cc2Cl)CC1
 : -0.61	-0.8
COc1ccc(S(=O)(=O)N(Cc2nc3ccccc3c(=O)[nH]2)C2CCCC2)cc1
 : 0.96	1.5
O=C(c1cccs1)N1CCN(S(=O)(=O)c2ccccc2)CC1
 : 1.1	0.1
COc1ccc(/C=C(\C#N)C(=O)NCc2cccs2)cc1OC
 : 2.9	-1.2
O=C(C1=C[C@@H](c2ccc3c(c2)OCO3)C[C@@H](OCCCCO)O1)N1CCN(Cc2ccc3c(c2)OCO3)CC1
 : 0.18	0.2
Cc1ccccc1OCC(=O)N/N=C/C=C/c1ccccc1
 : 1.7	0.3
C/C(=N\Nc1cccc([N+](=O)[O-])c1)c1ccccc1O
 : -0.02	0.4
Cc1cccn2c(=O)c3cc(C#N)c(=NC(=O)c4cccs4)n(CCCOC(C)C)c3nc12
 : 0.38	-0.6
CCOC(=O)C1CCN(C(=O)c2cc3c(C)cc(C)cc3[nH]2)CC1
 : -1.6	-0.6
COC(=O)C1=C(C)N(Cc2ccccc2)C(=O)N[C@H]1c1cccc(C(F)(F)F)c1
 : -1.3	-0.7
Nc1nnc(SCC(=O)Nc2ccccc2N2CCOCC2)s1
 : -0.79	-0.9
C=CCn1c(COc2ccccc2)nnc1SCc1ccc(C#N)cc1
 : -11*	·
COC(=O)NNC(=O)COc1cc(C)c(Br)cc1C(C)C
 : 0.79	-1.1
Cc1noc(C)c1S(=O)(=O)N1CCC(C(N)=O)CC1
 : 0.24	-0.5
COc1ccccc1OCc1ccc(C(=O)NCC2CCCO2)o1 (stereo not given)
 : -1.6	-0.9
c1ccc(CNc2nc(-c3ccccn3)nc3ccccc23)cc1
 : -0.05	-0.1
COc1ccc(F)c(CN2CCC(CO)(Cc3cccc(C(F)(F)F)c3)CC2)c1
 : -3.6	-2.4
CCc1ccc(OC(=O)Cc2ccc(OC)c(S(=O)(=O)N3CCOCC3)c2)cc1
 : ·	-7.0
O=C(N/N=C/C=C\c1ccccc1)c1cnccn1
 : 0.54	-0.4
COc1ccccc1-n1cnnc1SCC(=O)N1CC(=O)Nc2ccccc21
 : 0.99	1.0
CCOC(=O)C(C)Oc1ccsc1C(=O)OC (stereo not given)
 : 0.44	-0.7

Whole records from above.
CCC(CC)c1nnc(NC(=O)c2c(-c3ccccc3)noc2C)s1 as listed: Kir21 inh = 2.2; STK33 kinase inh = -0.3
Cn1c(=O)c2c(nc(CN3CCN(C(c4ccccc4)c4ccccc4)CC3)n2CC(N)=O)n(C)c1=O as listed: Kir21 inh = -0.99; STK33 kinase inh = 0.9
O=C(c1cccs1)N1CCN(S(=O)(=O)c2ccccc2)CC1 as listed: Kir21 inh = 1.1; STK33 kinase inh = 0.1

New compounds follow:
Every second line gives: Kir21 inh	STK33 kinase inh
CC(/C=N/NC(=O)c1ccccc1F)c1ccccc1 (stereo not given)
 : 0.45	-1.3
CC(=O)Nc1ccc2c(c1)ncn2-c1ccc(C)cc1
 : 0.23	1.5
O=C(NC1CCCC1)c1ccc2c(c1)S(=O)(=O)c1ccccc1C2=O
 : 1.4	-0.2
Cc1cc(=O)[nH]c(SCC(=O)Nc2ccc(F)c([N+](=O)[O-])c2)n1
 : -0.98	0.7
CC(OC(=O)c1ccccc1OCc1ccc(Cl)cc1)C(N)=O (stereo not given)
 : 0	-0.2
Cc1c(Cl)ccc2c(C(N)=O)cc(-c3ccccn3)nc12
 : 0.62	-0.9
CC(C)N1CCC(N2CCN(Cc3ccc(Oc4ncccn4)cc3)CC2CCO)CC1 (stereo not given)
 : 0.46	1.4
COc1ccc(N2CCN(S(=O)(=O)c3c(C)noc3/C=C/N(C)C)CC2)cc1
 : -0.13	-1.2
NCC12CC3CC(C1)CC(CN)(C3)C2
 : -0.21	1.3
O=C1CC(c2c(F)cccc2Cl)C(n2cncn2)C(O)=C1C1NCCc2ccccc21 (stereo not given)
 : -1.6	-1.0
Cn1c(-c2ccccc2)cnc1NCc1ccccc1
 : -0.05	-1.4
CCCCN(C(=O)CNC(=O)c1cccs1)C(C(=O)NC1CCCCC1)c1cccnc1 (stereo not given)
 : 2.1	-1.0
CC(=O)Nc1nnc(SCC(=O)NCCOc2ccccc2)s1
 : -0.3	0.1
CN(C)S(=O)(=O)c1cccc(NC(=O)COC(=O)/C=C/c2ccc(Br)o2)c1
 : 0.11	-2.6
CCOc1cc(/C=C/C(=O)OCC(=O)NCc2ccco2)cc(Cl)c1OC
 : -0.36	-1.3

Compound activity from PubChem BioAssay.

The order is random; 0.84% or so of the library scored in one or more.
